# High-throughput results (PubChem BioAssay)
# GlmU inhibition: inhibition of mycobacterial GlmU enzyme – biochemical, glucosamine-1-phosphate acetyltransferase (AID 1376); actives 0.25% (n = 220,000); M. tuberculosis GlmU acetyltransferase enzyme assay; higher % means a stronger effect; inhibition, %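 (tested at 30 µM in the primary screen)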; hits with a dose series show IC50 in µM; in the data active = inhibition above about 13%;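 note: 0% = complete reaction with vehicle and 100% = reaction without substrate; strong numbers were not always called active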
# RmlCD inh 1536: M. tuberculosis RmlC/RmlD inhibition; P9WH09+P9WH11; RmlC+RmlD coupled enzyme assay, percent inhibition; primary screen in compound mixtures; inhibition, % at 3.6 µM; actives 0.03% (n = 160,000); in the data active = inhibition mostly above about 34%, no sharp cut-off; note: some results filed as inactive read as strong as hits
# Target sequence (P9WH09 whole entry, looked up): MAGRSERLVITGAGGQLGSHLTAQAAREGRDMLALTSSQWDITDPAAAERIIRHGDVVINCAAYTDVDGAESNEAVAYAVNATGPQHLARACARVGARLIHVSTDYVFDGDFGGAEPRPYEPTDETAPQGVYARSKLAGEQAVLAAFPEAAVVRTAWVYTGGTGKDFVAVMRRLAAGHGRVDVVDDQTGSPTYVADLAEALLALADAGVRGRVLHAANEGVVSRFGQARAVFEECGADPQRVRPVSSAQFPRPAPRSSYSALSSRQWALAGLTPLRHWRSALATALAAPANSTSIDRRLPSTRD
# Target sequence (P9WH11 whole entry, looked up): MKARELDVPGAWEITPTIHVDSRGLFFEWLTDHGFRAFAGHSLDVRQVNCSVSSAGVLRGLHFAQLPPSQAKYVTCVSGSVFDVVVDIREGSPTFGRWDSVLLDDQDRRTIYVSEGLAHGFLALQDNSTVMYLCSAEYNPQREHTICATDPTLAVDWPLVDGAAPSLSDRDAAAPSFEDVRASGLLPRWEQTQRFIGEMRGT
# Active calls of the source: *; x = no result given. This is a subset; count on the stated rates, not on these rows.
SMILES,GlmU inhibition,RmlCD inh 1536
COc1cccc(S(=O)(=O)Nc2ccc(C(=O)N3CCN(C(=O)c4ccco4)CC3)cc2)c1,2.1%,2.9
CN(C1=NS(=O)(=O)c2ccccc21)c1ccc(OC(=O)c2ccncc2)cc1,-4.1%,-3.6
CCCC(C(=O)Nc1nccs1)c1ccccc1 (stereo not drawn),3.8%,x
O=C(NCCCN1CCCC1=O)Nc1ccc(Cl)cc1,-4.5%,x
O=C(c1oc(=O)c2ccccc2c1-c1ccccc1)N1CCOCC1,1.1%,x
COc1cccc(C2/C(=C(/O)c3ccc(C)cc3)C(=O)C(=O)N2Cc2ccco2)c1 (stereo not drawn),1.0%,-3.8
Nc1n[nH]c(-c2ccccc2)c1-c1ccccc1,-1.7%,x
CN(C)C(CNc1nnnn1-c1ccccc1)c1ccco1 (stereo not drawn),9.4%,2.4
CCO[C@H]1OC(C(=O)NC2CC2)=C[C@@H](C2CC2)[C@@H]1CCCO,7.3%,x
CCOC(=O)C(C(=O)OCC)N(C#N)c1nc(C)cc(C)n1,3.6%,7.4
CCOC(=O)c1c2c(n(C)c1COC)C(=O)C(=O)c1ccc(Br)cc1-2,-3.3%,x
O=C1CC(c2ccccc2)CC(O)=C1C=Nc1cccc(Cl)c1 (stereo not drawn),1.4%,12.9
Cn1c(=N)n(CC(=O)c2ccccc2)c2ccccc21,3.2%,19.6
CCN(CC)CCN(Cc1cc2cc(C)ccc2[nH]c1=O)C(=S)Nc1ccccc1,0.8%,5.2
O=C(NCCCCNC(=O)C1CCCC1)C1CCCC1,2.7%,11.0
COc1cc(C)c(C(N)=O)c(OC)n1,-2.8%,x
Cc1nnc(SCCCn2c(N3CCCCC3)nc3c2c(=O)[nH]c(=O)n3C)s1,-2.6%,x
CCOc1ccc(NC(=O)c2c(OC)cccc2OC)cc1,-6.7%,-4.8
O=C(Oc1coc(CSc2ncccn2)cc1=O)c1ccc(Br)o1,1.8%,11.7
CCCCS(=O)(=O)Nc1ccc2ncn(C)c(=O)c2c1,4.8%,x
NC(=O)CC(NC(=O)Cc1ccc(Br)cc1)c1ccc(NCCc2ccc(Cl)cc2)c([N+](=O)[O-])c1 (stereo not drawn),-2.2%,x
Cc1ccc(C(=O)N/N=C/c2sc(=O)n(Cc3cccc(C(=O)O)c3)c2Cl)cc1,-4.2%,x
CCOc1ccc2c(c1)c(C(C)=O)c(C)n2Cc1ccco1,4.1%,8.5
Cc1ccccc1C(=O)Nc1c2c(nc3ccccc13)CCCC2,0.6%,-8.8
CCSC1=NCCN1C(=O)c1c(-c2ccccc2Cl)noc1C,4.4%,5.2
CC1CCN(c2nc(/C=C/c3ccccc3)nc3ccccc23)CC1,-4.2%,8.8
CCc1c(-c2ccccc2)nc(N)c(C#N)c1-c1cccs1,1.1%,9.9
COc1ccc(NC(=O)NC(C(F)(F)F)C(F)(F)F)cc1,4.4%,x
O=C(c1ccco1)N1CCN(Cc2nc(Cc3ccccc3)no2)CC1,2.3%,-10.2
Cc1nc(-c2ccc(S(=O)(=O)Nc3ccc(Br)cc3Cl)s2)cs1,-0.3%,-5.0
Cc1nn2cnc3sc4c(c3c2nc1=O)CCCC4,-4.7%,x
Cc1csc(NC(=O)C2CCCN2C(=O)Oc2ccccc2)n1 (stereo not drawn),-0.7%,-1.2
Cc1ccc(C2SCC(C(=O)O)N2C(=O)c2ccc(F)cc2)cc1 (stereo not drawn),8.0%,x
O=C(CSc1n[nH]c(=O)[nH]c1=O)c1ccc(Cl)cc1Cl,5.6%,-28.3
CS(=O)(=O)N(CC(=O)Nc1ccc(S(=O)(=O)N2CCCC2)cc1)c1cccc(F)c1,-0.7%,0.7
O=C(Nc1ccccc1)c1ccccc1CCc1ccccc1,2.9%,-10.6
CC(=O)OC(C(=O)NC1CCCCC1)c1ccccc1 (stereo not drawn),1.3%,-2.3
CCOC(=O)C1CCN(Cc2ccc(F)cc2)CC1,1.0%,5.6
C/C(=C\C(=O)c1ccccc1)Nc1ccc(N2CCOCC2)cc1,-3.8%,x
C(=N\Nc1nc2ccccc2[nH]1)/c1ccc2c(c1)OCO2,-8.3%,-3.8
COC(=O)c1ccc(CSc2nnc(NC(=O)C3CCCO3)s2)cc1 (stereo not drawn),-2.5%,-1.2
Clc1nc(Nc2ccc(N3CCOCC3)cc2)c2ccccc2n1,3.7%,8.5
CCOc1ccc(C(=O)NC2=NCCS2)cc1,8.3%,x
Cc1onc(-c2c(F)cccc2Cl)c1C(O)c1ccc(F)cc1 (stereo not drawn),-1.3%,-2.7
CCOC(=O)C(NC(C)=O)C(=O)Nc1ccc(C(C)(C)C)cc1 (stereo not drawn),-1.6%,x
Cc1onc(-c2c(F)cccc2Cl)c1C(=O)Nc1cccc(Cn2cccn2)c1,1.7%,x
CCOc1ccccc1NC(=O)[C@@H](NC(=O)c1cccc(S(=O)(=O)N2CCOCC2)c1)C(C)C,-0.8%,4.5
Cc1ccc(CN(CC(=O)NC(C)(C)C)C(=O)CNC(=O)c2cccs2)cc1,2.0%,3.2
CC(=O)Nc1ccc(Sc2ccccc2C(=O)N2CCCC2)cn1,-2.8%,-7.1
COc1ccc(C2=NOC(C)(c3nnc(-c4ccccc4)o3)C2)cc1 (stereo not drawn),-2.1%,x
CC(C)(C)NC(=O)COc1ccc(CNCc2ccccn2)cc1,-0.2%,4.8
COc1ccc(N/N=C(\C#N)C(N)=O)cc1,-2.4%,-4.7
O=C(N/N=C\c1c(O)ccc2ccccc12)c1ccc(Cn2cccn2)o1,-3.4%,-4.1
Cc1ccc(C2=[N+]([O-])C(C)(C)N(O)C2(C)C)cc1,1.4%,-13.4
O=C(O)c1cccc(S(=O)(=O)Nc2ccc(O)c(Sc3nc4ccccc4s3)c2)c1,26.6%,x
CCCC(C)NS(=O)(=O)c1ccc(OC)c(C)c1 (stereo not drawn),4.1%,11.4
Cc1cc2c(cc1C)NC(CC(=O)NCc1ccccc1)C(=O)N2 (stereo not drawn),-4.6%,x
O=C(NC1CCN(Cc2ccccc2)CC1)c1ccc(S(=O)(=O)NCc2ccco2)cc1,-1.6%,-12.3
COc1ccc2nc(NC(=O)Cc3ccc(OC)c(S(=O)(=O)N4CCOCC4)c3)sc2c1,1.4%,-0.3
CCOC(=O)N1CCN(CC(O)COc2c(OC)cccc2OC)CC1 (stereo not drawn),0.9%,74.2

# 3 records picked at random from those above, as already listed:
SMILES,GlmU inhibition,RmlCD inh 1536
CCCC(C)NS(=O)(=O)c1ccc(OC)c(C)c1 (stereo not drawn),4.1%,11.4
Cc1cc2c(cc1C)NC(CC(=O)NCc1ccccc1)C(=O)N2 (stereo not drawn),-4.6%,x
COc1ccc(N/N=C(\C#N)C(N)=O)cc1,-2.4%,-4.7

# The listing continues:
SMILES,GlmU inhibition,RmlCD inh 1536
COc1ccc(C)cc1S(=O)(=O)NC1CCCCC1C (stereo not drawn),0.1%,1.7
Cc1ccc(-n2cc(-c3ccccc3)c3c(NN4CCOCC4)ncnc32)cc1,6.4%,12.3
CCOCCCNc1nc2ccccc2[nH]1,0.9%,8.9
O=C(COC(=O)c1cncc(Br)c1)NCc1ccc2c(c1)OCO2,5.0%,4.0
O=C(Nc1cc(=O)[nH]c2ncnn12)c1ccccc1Cl,1.1%,3.7
O=C(NC(=S)NNC(=O)c1ccccc1[N+](=O)[O-])c1ccccc1,0.1%,x
COc1cnc(-c2ccccc2)nc1Oc1cccc(C)c1C,-4.5%,x
CCn1c(SC)nc2c(c1=O)SC(C)C2 (stereo not drawn),-2.1%,x
CCN(CC)S(=O)(=O)c1ccc(C(=O)NCCSc2c[nH]c3ccccc23)cc1,-4.0%,x
CCOc1cc(CNc2ccc(N(C)C)cc2)cc(Br)c1OCC(=O)NC(C)(C)C,2.8%,-2.6
CCOc1ccc(CN2CCN(Cc3[nH]c4ccc(OC)cc4c3C)CC2CCO)cc1 (stereo not drawn),7.3%,25.4
CC1(C)CC(=O)C2=C(C1)Nc1[nH]c(=S)[nH]c(=O)c1C2c1ccccc1 (stereo not drawn),1.1%,-3.2

# Next section, overlapping the part above by 6 compounds.
SMILES,GlmU inhibition,RmlCD inh 1536
COc1cnc(-c2ccccc2)nc1Oc1cccc(C)c1C,-4.5%,x
CCn1c(SC)nc2c(c1=O)SC(C)C2 (stereo not drawn),-2.1%,x
CCN(CC)S(=O)(=O)c1ccc(C(=O)NCCSc2c[nH]c3ccccc23)cc1,-4.0%,x
CCOc1cc(CNc2ccc(N(C)C)cc2)cc(Br)c1OCC(=O)NC(C)(C)C,2.8%,-2.6
CCOc1ccc(CN2CCN(Cc3[nH]c4ccc(OC)cc4c3C)CC2CCO)cc1 (stereo not drawn),7.3%,25.4
CC1(C)CC(=O)C2=C(C1)Nc1[nH]c(=S)[nH]c(=O)c1C2c1ccccc1 (stereo not drawn),1.1%,-3.2
CCCCn1c(SCC(=O)NCCc2ccc(OC)c(OC)c2)nc2c1c(=O)n(C)c(=O)n2C,-0.8%,-2.6
COC(=O)[C@H]1[C@H]2C[C@@H]3c4[nH]c5cc(OC)ccc5c4CCN3C[C@H]2C[C@@H](OC(=O)c2ccc(N)cc2)[C@@H]1OC,-1.6%,x
O=C(CSc1n[nH]c(=O)[nH]c1=O)c1ccccc1,-0.8%,7.7
CCOC(=O)C1C(c2ccc(O)c(O)c2)NC(=S)NC1(O)C(F)(F)F (stereo not drawn),3.2%,-22.2
Cc1c(NC2(C#N)CCCCC2)c(=O)n(-c2ccccc2)n1C,7.8%,11.2
CN(C)c1nc(NC(C)(C)C)nc(SCC(=O)Nc2ccccc2)n1,5.4%,-12.0
CCCCNC(=S)N/N=C1\C(=O)c2cccc3cccc1c23,4.6%,-3.1
Clc1ccc(-c2cc(COc3ccccc3)on2)cc1,-2.8%,x
O=C1CC(c2ccccc2)n2nc(N3C(=O)CCC3=O)nc2N1 (stereo not drawn),3.8%,x
COCCOC(=O)c1c(NC(=O)CN2CCCc3ccccc32)sc(C(N)=O)c1C,2.3%,18.6
CCOc1ccc(NC(=S)N(CC)Cc2ccccc2)cc1,3.6%,x
O=C1CCCC/C1=C/Nc1ccc2c(c1)OCO2,0.6%,-6.2

# Record cards (already shown):
# `O=C1CC(c2ccccc2)n2nc(N3C(=O)CCC3=O)nc2N1` (stereo not drawn) as listed: GlmU inhibition: 3.8%; RmlCD inh 1536: x
# `COC(=O)[C@H]1[C@H]2C[C@@H]3c4[nH]c5cc(OC)ccc5c4CCN3C[C@H]2C[C@@H](OC(=O)c2ccc(N)cc2)[C@@H]1OC` as listed: GlmU inhibition: -1.6%; RmlCD inh 1536: x

# (listing goes on)
SMILES,GlmU inhibition,RmlCD inh 1536
Cc1ccc(NNC2CC(=O)N(c3cccc(Cl)c3)C2=O)cc1 (stereo not drawn),-2.7%,x
CCc1ccc2c(CSc3nnnn3C)cc(=O)oc2c1,-7.2%,-2.3
CCCCCC(=O)c1ccc(O)cc1O,-2.2%,21.1
O=S(=O)(Nc1cccc(Oc2cnccn2)c1)c1ccc(F)cc1,-2.5%,3.5
COc1ccc(-c2nn(-c3ccccc3)cc2/C=N/NC(N)=S)cc1OC,-1.4%,-7.6
Cc1nn(-c2ccccc2)c2sc(C(=O)C(C#N)c3ccccn3)cc12 (stereo not drawn),-2.8%,x
O=C(COC(=O)c1cccs1)NC12CC3CC(CC(C3)C1)C2,-5.6%,-9.9
COc1ccc(COC(=O)N/N=C(\C)CC(=O)NCc2ccc(Cl)cc2)cc1,-4.7%,-9.8
CCOc1ccccc1-c1nc2c([nH]1)c(=O)n(C)c(=O)n2C,-3.6%,-4.7
Cc1ccc(NC(=O)c2cc(N(C)C)ccc2[P+](=O)O)cc1,-6.9%,9.4
COc1cc(NC(=O)C2CC(c3cccc(OC)c3OC)=NO2)cc(OC)c1OC (stereo not drawn),5.8%,-9.2
O=C(NC1CC1)C1CCN(C2CCN(C(=O)/C=C/c3cccs3)CC2)CC1,-4.5%,x
CCCCN(CC)CCCNC(=O)c1cc2cc3ccc(OC)cc3nc2o1,x,-3.3
O=C(CCN1C(=O)c2cccc3cccc(c23)C1=O)NCC1CCCO1 (stereo not drawn),-2.7%,14.1
O=C(CCCCn1c(=S)[nH]c2ccsc2c1=O)NCc1ccc2c(c1)OCO2,-2.1%,6.8
COC(=O)c1cc(OC)c(OC)cc1NC(=S)N1CCCC(CO)C1 (stereo not drawn),-0.2%,x
COc1ccc(C2Nc3ccc4ccccc4c3-c3c2c(=O)oc2ccccc32)cc1 (stereo not drawn),5.3%,x
COCc1cc(C)nc(Nc2ccc(C)c(C)c2)c1C#N,0.1%,-3.9
Cn1nc(-c2ccccc2)c(-c2nc(-c3cccc(Cl)c3)no2)c1Cl,4.5%,x
Cc1cc(=O)[nH]c(SCC(=O)Nc2ccc(C(=O)O)cc2)n1,2.8%,x
COc1cccc(/C=N/Nc2nn3cnnc3c3ccccc23)c1O,x,10.0
CCOc1ccc(C(=O)N2CCn3c2nc2ccccc23)cc1,-1.2%,12.0
Cn1c(=O)cc(SCC(=O)NCC2CCCO2)c2ccc(Cl)cc21 (stereo not drawn),0.7%,x
CCC(C)NC(=O)Cn1c(=O)sc2ccccc21 (stereo not drawn),-0.1%,x
NS(=O)(=O)c1ccc(NC(=O)C2C3C=CC(C3)C2C(=O)O)cc1 (stereo not drawn),7.0%,-8.4
COc1ccc(-c2csc(NC(=O)CC(C)C)n2)cc1,1.3%,x
COC(=O)COc1ccccc1C(=O)Nc1ccc(OC)cc1,2.1%,-8.6
Cc1nonc1NC(=O)c1ccc(Cl)c(S(=O)(=O)N2CCCCC2)c1,-0.8%,x
CC1Cc2ccccc2N1C(=O)COc1cccc(-n2cnnn2)c1 (stereo not drawn),-1.3%,x
CC(C)C(c1nnnn1Cc1cccs1)N1CCN(C(=O)c2ccco2)CC1 (stereo not drawn),-1.6%,-7.2
CC(C)C[C@H](NC(=O)NCc1ccc(Cl)cc1)C(=O)O,2.9%,-6.0
CCCN(CCC)S(=O)(=O)c1cc(Br)cc2c1N(C(=O)CC)CC2,4.2%,x
O=C(c1ccc(S(=O)(=O)c2ccc(F)cc2)c([N+](=O)[O-])c1)N1CCCCCC1,1.3%,-9.5
